# ERK EGF block: EGF-driven ERK pathway inhibition | HEK293-V1b, EGF-stimulated phospho-ERK AlphaScreen | Potency, µM (top dose mostly 11.5 µM), without a hit: at the highest dose activity change, negative = inhibition, actives largely listed as inhibitors | 130,000 compounds, 0.41% hits | AID 1454; active = well fitted inhibition curve with a large enough effect; inconclusive = small, poorly fitted or top-dose-only effect, or effect the other way;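 also: plate controls were stimulated vehicle wells for no effect and unstimulated vehicle basal for full effect; nearly all actives have a fitted effect of over 55% in size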
#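 EGF-stimulated (25 nM, 5 min) phospho-ERK in HEK293 cells stably expressing V1b, cells pretreated 30 min with compound at 37C. Homogeneous AlphaScreen read on lysates.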
# * = called active by the depositor; u = inconclusive; [ ] = dose if it differs, or a comment. Potency is read from the fitted curve at half-maximal effect. Only part of the results is shown; the hit share may differ from the screen's.
SMILES,ERK EGF block
CN(C)S(=O)(=O)c1cccc(NC(=O)COC(=O)CCSc2ccc(Cl)cc2)c1,6%
CS(=O)(=O)ON=C1CCN(S(=O)(=O)c2ccccc2)CC1,1%
Cc1ccc(NC(=O)COc2cccnc2[N+](=O)[O-])cc1S(=O)(=O)N1CCCCC1,-6%
Cc1cc(C(=O)N2CCCC(CNS(=O)(=O)c3cccs3)C2)nn1C (configuration not stated),-5%
N#C/C(=C\c1ccc(O)c(O)c1)C(=O)NCCCCc1ccccc1,0%
CCSC(=Nc1ccccc1)Nc1ccccc1,4%
O=C(COC(=O)c1ccc(Br)o1)NC1CCCCC1,-4%
CCOC(=O)N1CCC(NC(=O)c2ccc(CO)c(C(=O)NC3CCN(C(=O)OCC)CC3)c2)CC1,-5%
Cc1nn(-c2ccccc2)c2nc(-c3cccs3)cc(C(=O)NN)c12,5%
Cc1cc(NC(=O)CSc2ncnc3sc(C)c(C)c23)no1,-1%
O=C(NCCC1=CCCCC1)C1CCC(CNc2nc(=S)[nH]c3ccccc23)CC1 (configuration not stated),-4%
CCOC(=O)C1=C(C)NC(=O)NC1c1ccc(Br)o1 (configuration not stated),1%
O=C(NCC(c1cccs1)N1CCOCC1)c1cc(-c2ccccn2)nc2ccccc12 (configuration not stated),u
COc1ccc(NC(=O)C2C(c3ccccc3)C2(Cl)Cl)cc1 (configuration not stated),3%[57.5 µM]
COc1ccc([N+](=O)[O-])cc1NC(=S)NC(C)=O,-5%
Cc1ccc(/C=N/n2c(-c3cccnc3)n[nH]c2=S)o1,8%[57.5 µM]
CC1CCCCN1C(=S)Nc1ccc2nc3n(c(=O)c2c1)CCCCC3 (configuration not stated),-2%
CN1C(CC(=O)c2ccccc2)CCCC1CC(O)c1ccccc1 (configuration not stated),-2%
CN1CCN(c2ccc(CNS(=O)(=O)Cc3cccc(C(F)(F)F)c3)cc2)CC1,-7%[57.5 µM]
C/C(=N\NC(=O)CNc1cccc(Cl)c1C)c1cccs1,0%
COc1ccc(/C=C/C(=O)NCCCc2ccccc2)cc1OC,5%
CC(=O)N(c1ccccc1)c1nnc(-c2cnc(C)cn2)s1,-5%
O=c1[nH]nc(SCCS(=O)(=O)c2ccc(F)cc2)n1-c1ccccc1,-6%[57.5 µM]
O=Cc1c[nH]c2ncccc12,-7%[57.5 µM]
O=c1[nH]c(CSc2nc3ccccc3[nH]2)nc2c1cnn2-c1ccccc1,u

# Reformatted with the structure last: two of the compounds above.
ERK EGF block	canonical_smiles
1%	CS(=O)(=O)ON=C1CCN(S(=O)(=O)c2ccccc2)CC1
u	O=C(NCC(c1cccs1)N1CCOCC1)c1cc(-c2ccccn2)nc2ccccc12 (configuration not stated)

# The main list resumes; the 2 compounds before the break are reprinted first.
SMILES,ERK EGF block
O=Cc1c[nH]c2ncccc12,-7%[57.5 µM]
O=c1[nH]c(CSc2nc3ccccc3[nH]2)nc2c1cnn2-c1ccccc1,u
Nc1nc(SCC(=O)Nc2cc(S(=O)(=O)N3CCOCC3)ccc2Cl)n[nH]1,2%
N#Cc1ccc(C(=O)OCC(=O)Nc2ccc(N3CCOCC3)cc2)cc1,-1%
C#CC(C)(C)NC(=S)NC1CC2C=CC1C2 (configuration not stated),-13%[57.5 µM]
O=C(N/N=C/c1ccco1)c1cc(C2CC2)[nH]n1,3%[57.5 µM]
O=C(NCc1csc(-c2cccs2)n1)Nc1cccc(Cl)c1,-8%[57.5 µM]
COC(=O)C(NC(=O)c1cccnc1Cl)C(C)C (configuration not stated),-2%[57.5 µM]
Nc1cc(-c2ccc(Br)cc2)nc2cc(-c3ccccc3)nn12,1%
O=S(=O)(NC1CCCCC1Oc1ccccc1)c1ccc(Cl)cc1 (configuration not stated),-2%
CC1CC(C)(C)NC(=S)N1CCC(=O)NCCc1ccc(Cl)cc1 (configuration not stated),2%
COc1ccc(CNC(=O)COC(=O)CCC(=O)c2cccs2)cc1,9%[57.5 µM]
CNC(=O)/C(C#N)=C\c1ccc(CNS(=O)(=O)c2ccccc2)o1,6%
COc1ccc(NC(=O)Nc2ccc(F)c(Cl)c2)cc1,0%
Cc1c(S(=O)(=O)Nc2ccc3c(c2)OCCO3)cnn1C,-1%[57.5 µM]
COc1cc(NC(=O)c2cccs2)ccc1NC(=O)c1cc2ccccc2o1,8%
COc1ccc(NC(=S)Nc2ccccc2)cc1,-9%[57.5 µM]
COc1ccccc1OC(=O)CCN1c2ccccc2Sc2ccccc21,5%
Cc1nc(N2CCOCC2)nc(N2CCC(C)CC2)c1[N+](=O)[O-],u
O=C(O)c1ccc(N=NNc2cccc([N+](=O)[O-])c2)cc1,-3%
CN(C)c1ccc(S(=O)(=O)N(C)C)cc1[N+](=O)[O-],-5%
CC(C)[C@H](Nc1ncnc2c1oc1ccccc12)C(=O)O,17%[57.5 µM]
NC(N)=NCCCC(NC(=O)C(N)Cc1ccc(O)cc1)C(=O)O (configuration not stated),10%
CCOc1ccc2nc(SCC(=O)Nc3ccc4c(c3)OCO4)sc2c1,-7%
Cc1ccc(NC(=O)COC(=O)c2ccco2)cc1,1%
CCN(CC)S(=O)(=O)c1ccc(N2CCOCC2)c(NC(=O)Cc2ccccc2)c1,-1%
O=C(O)CSc1nnc(-c2ccccc2)c(-c2ccccc2)n1,-9%[57.5 µM]
SMILES,ERK EGF block
O=C1c2ccc([N+](=O)[O-])cc2C(=O)N1c1ccc(Cl)cn1,-3%
Cc1n[nH]c(C)c1S(=O)(=O)N1CCCC(C(=O)NCc2ccc(F)cc2)C1 (configuration not stated),4%
Cc1ccc(N2C(=O)N(Cc3ccccc3C)c3ccccc3S2(=O)=O)cc1,-3%
COc1ccc(NC(=O)CSc2ccc3nnc(-c4cccnc4)n3n2)c(OC)c1,-2%
CCOc1cc(CNC2CCCC2)c(Cl)cc1OCC(=O)Nc1ccccc1,-6%
O=C(c1ccccc1)c1cc(Cl)ccc1N1C(=O)C=CC1=O,4%
COc1cc(NC(=O)COC(=O)c2ccc(C)c(S(=O)(=O)N3CCCCC3)c2)c(C)cc1[N+](=O)[O-],4%
C/C=C(\C)C(=O)NCCN1C2=NC[C@H](C(C)C)N2C[C@H]1Cc1ccc(O)cc1,-17%[57.5 µM]
COc1ccc(CCCc2nnc(SCc3nc4ccccc4c(=O)[nH]3)n2C)cc1C,-11%
CC(=O)Nc1cc2cc(NS(=O)(=O)c3ccc(Cl)cc3)ccc2oc1=O,-3%[57.5 µM]
COC(=O)Cc1ccc(NC(=S)NCCCN2CCOCC2)cc1,6%
CC(C)NC(=O)CSc1nc2ccccc2n1-c1ccccc1,-3%
COc1cccc(/C=C/C(=O)OCC(=O)c2ccc3c(c2)NC(=O)CO3)c1OC,-9%
COc1ccc(S(=O)(=O)ON=C2CC(C)(C)N(C(C)=O)C(C)(C)C2)cc1,-5%
N#Cc1cccc(NC(=O)CN2C(=O)NC(Cc3ccccc3)C2=O)c1 (configuration not stated),5%[57.5 µM]
O=c1c([N+](=O)[O-])c(N2CCCC2)c2ccccc2n1-c1ccccc1,-5%
O=C(O)CN(CCO)CCN(CC(=O)O)CC(=O)O,-9%
CCCN1C(=O)/C(=C\C=C2\N(CC)c3ccccc3C2(C)C)SC1=S,u
CCN(CC)C(=O)Cn1cc(S(=O)(=O)CC(=O)NCCc2ccc(OC)c(OC)c2)c2ccccc21,3%
CC(=O)Oc1c(C)c(=O)n(C)c2ccccc12,3%
O=S1(=O)N=C(N/N=C/C=C/c2ccccc2)c2ccccc21,-2%
COc1ccc(CCC(=O)N(C)CC(=O)Nc2ccc(N3CCOCC3)cc2)cc1,3%
C=C(C)CNC(=S)Nc1cccc(S(=O)(=O)NC2=NCCC2)c1,-8%
COc1cc(C(=O)NNC(=O)c2ccc(NC(C)=O)cc2)cc(OC)c1OC,-10%
Cc1c(C(=O)NC2CCCc3ccccc32)oc2ccc(S(=O)(=O)N3CCCCC3)cc12 (configuration not stated),7%

# Some of these compounds in order of their number in ERK EGF block, descending.
SMILES,ERK EGF block
COC(=O)Cc1ccc(NC(=S)NCCCN2CCOCC2)cc1,6%
COc1cc(NC(=O)COC(=O)c2ccc(C)c(S(=O)(=O)N3CCCCC3)c2)c(C)cc1[N+](=O)[O-],4%
COc1ccc(CCCc2nnc(SCc3nc4ccccc4c(=O)[nH]3)n2C)cc1C,-11%

# Other entries
SMILES,ERK EGF block
CC(C)(C)NC(=O)c1ccccc1NC(=O)c1ccc2c(c1)OCO2,-11%
CCCNC[C@H](O)COc1ccccc1C(=O)CCc1ccccc1,10%
C=CCSc1nc2c(cnn2-c2ccccc2)c(=O)n1N,2%[57.5 µM]
Cc1c(N(C)C)c(=O)n(-c2ccccc2)n1C,-18%[25.7 µM]
CCC(=O)NC(=S)Nc1ccc(NC(=O)COc2ccc([N+](=O)[O-])cc2)cc1,2%
COc1ccccc1CCC(=O)Nc1ccc(C)cc1Cl,3%
S=C(NCCc1ccccc1)NCc1ccccc1Cl,0%
O=C(C1=C[C@@H]2[C@H]3C(=O)N(c4cccc(Cl)c4)C(=O)[C@H]3[C@@H](C(=O)c3ccc(Cl)cc3)N2C=C1)c1ccccc1,8%
Cn1cccc1CC(=O)NNC(=O)Nc1cccc(Cl)c1,4%
Cc1ccnc(NC(=O)c2ccc(Cl)c(NC(=O)C(C)Oc3ccccc3)c2)c1 (configuration not stated),-5%
O=C(c1cccc(S(=O)(=O)Nc2ccccc2F)c1)N1CCN(c2ccccc2F)CC1,3%
COC(=O)/C=C/C(C)=C/C=C/C(C)=C/C=C/C=C(C)/C=C/C=C(C)/C=C/C(=O)O,4%
Cc1nn2c(=S)[nH]nc2[nH]c1=O,-1%
O=C(Oc1ccccc1)c1cc2ccccc2oc1=O,2%
CC(C)Cn1c(SCC(=O)Nc2cccc(S(N)(=O)=O)c2)nc2ccccc2c1=O,0%
O=C(CS(=O)c1ccccc1[N+](=O)[O-])Oc1ccc(Br)cc1 (configuration not stated),-2%[57.5 µM]
CCOC(=O)Cc1nc2ccccc2n(CC#N)c1=O,8%
CC(=O)Nc1ccc(/C=C(\C#N)C(=O)NCc2ccccc2)cc1,-4%
O=C(NCCc1c[nH]c2ccccc12)C(=O)NCC1OCCCN1S(=O)(=O)c1ccccc1 (configuration not stated),11%
CCc1ccc(/C=N/N2CCN(c3ccccn3)CC2)cc1,-7%[57.5 µM]
Cc1ccc(Cn2nc(C)c(NC(=O)c3nn(C)cc3Cl)c2C)cc1,-9%
CCOC(=O)N1CCc2c(sc(NC(=O)c3ccc(Cl)s3)c2C(N)=O)C1,-4%
CC(=O)O[C@@H]1C[C@H]2C(C)(C)C(=O)C=C[C@]2(C)[C@H]2CC[C@@]3(C)[C@H](c4ccoc4)OC(=O)[C@H]4O[C@]43[C@@]21C,-13%
O=C(c1ccc(N2CCCCS2(=O)=O)cc1)N1CCN(c2ccc(N3CCOCC3)nn2)CC1,6%
CC1CCCC(NCC(=O)Nc2ccc(C(N)=O)cc2)C1C (configuration not stated),10%

# Continued; the last 4 above are carried over.
SMILES,ERK EGF block
CCOC(=O)N1CCc2c(sc(NC(=O)c3ccc(Cl)s3)c2C(N)=O)C1,-4%
CC(=O)O[C@@H]1C[C@H]2C(C)(C)C(=O)C=C[C@]2(C)[C@H]2CC[C@@]3(C)[C@H](c4ccoc4)OC(=O)[C@H]4O[C@]43[C@@]21C,-13%
O=C(c1ccc(N2CCCCS2(=O)=O)cc1)N1CCN(c2ccc(N3CCOCC3)nn2)CC1,6%
CC1CCCC(NCC(=O)Nc2ccc(C(N)=O)cc2)C1C (configuration not stated),10%
NNC(=O)c1ccc(CN2CCCCC2)o1,-10%
S=C(Nc1ccc(Br)cc1Cl)NC1CCN(Cc2ccccc2)CC1,u
Cc1cc([N+](=O)[O-])nn1CC(=O)Nc1sc2c(c1C(N)=O)CCCC2,2%
CCN(CC)C(=O)C[n+]1ccc(C(N)=O)cc1,0%
COc1ccc(CCNS(=O)(=O)c2cc(C(=O)O)c(Cl)cc2Cl)cc1,-1%
COCCCNC(=S)N/N=C/c1ccc(OC)cc1,-7%[57.5 µM]
COc1cccc(-c2ccc(SCC(=O)N3CCc4ccccc43)nn2)c1,4%
COCCOc1ccc(C(F)(F)F)cc1NC(=O)c1ccc(C)cc1,0%
Cc1nc(NS(=O)(=O)c2ccccc2)sc1C(C)(C)C,9%
CN(C)/N=C/c1ccc(Sc2ccccc2[N+](=O)[O-])o1,u
CC(=O)Oc1c(C)cc(Cl)cc1C(=O)Nc1ccc([N+](=O)[O-])cc1Cl,-22%
CC(Oc1ccc(Cl)cc1Cl)C(=O)NCCC1=CCCCC1 (configuration not stated),-3%
NC(=O)COc1ccc(Cc2ncc(C(F)(F)F)cc2Cl)cc1,1%
O=C(N/N=C/c1ccccn1)c1ccc([N+](=O)[O-])cc1,3%
O=C(O)c1ccc(-n2ccnc2)c([N+](=O)[O-])c1,7%
Cc1ccccc1CS(=O)(=O)CCC(=O)O,-1%[57.5 µM]
C/C(Cn1nc([N+](=O)[O-])cc1C)=N\NC(=O)COc1c(Cl)cc(Cl)cc1Cl,-2%
COc1ccc([N+](=O)[O-])cc1N(CC(=O)NCCCOC(C)C)S(C)(=O)=O,-4%
O=C(O)CC12CC3CC(C1)CC(n1ncc(N4CCC5(CC4)OCCO5)c(Cl)c1=O)(C3)C2,12%[57.5 µM]
O=c1c(Cl)c(Cl)cnn1Cc1ccc(F)cc1,6%
O=c1c2ccccc2cnn1-c1nc2ccccc2[nH]1,3%
Cc1cc(NC(=O)C2CCCN2C(=O)Nc2c(C)cccc2C)ccc1-n1cnnn1 (configuration not stated),-5%
COc1ccc(C(=O)N2CCC3(CCN(Cc4ccncc4)CC3)CC2)cc1,8%
Cc1cc(NC(=O)CSCc2ccccc2C)no1,11%
O=C(Cn1c(CO)nc2ccccc21)NCCc1ccc(F)cc1,-2%
C=CCNC(=O)c1sc(-c2ccccc2)nc1C,-3%
Cc1ccc(NCc2cccnc2)c(Br)c1,-14%
CCCC1CCC(=C(C#N)C(N)=O)CC1 (configuration not stated),7%
COc1ccc(NC(=O)CN2C(=O)N(C)Cc3ccccc32)c(C)c1,2%

# From PubChem BioAssay
